# ST2 IL33 inh: inhibitors of human ST2 (IL1RL1) binding to IL-33, primary screen, biochemical, AlphaLISA; Interleukin-1 receptor-like 1 (Homo sapiens), Q01638; AlphaLISA ST2-Fc/biotin-IL-33 interaction, 1 h; inhibition, % for hits at 17 µM; 2.3% of 78,000 active; AID 1259354, 2018; in the data active = inhibition above about 30%; inconclusive = mostly about 10% to 28%
# Target sequence (Q01638 whole entry, looked up): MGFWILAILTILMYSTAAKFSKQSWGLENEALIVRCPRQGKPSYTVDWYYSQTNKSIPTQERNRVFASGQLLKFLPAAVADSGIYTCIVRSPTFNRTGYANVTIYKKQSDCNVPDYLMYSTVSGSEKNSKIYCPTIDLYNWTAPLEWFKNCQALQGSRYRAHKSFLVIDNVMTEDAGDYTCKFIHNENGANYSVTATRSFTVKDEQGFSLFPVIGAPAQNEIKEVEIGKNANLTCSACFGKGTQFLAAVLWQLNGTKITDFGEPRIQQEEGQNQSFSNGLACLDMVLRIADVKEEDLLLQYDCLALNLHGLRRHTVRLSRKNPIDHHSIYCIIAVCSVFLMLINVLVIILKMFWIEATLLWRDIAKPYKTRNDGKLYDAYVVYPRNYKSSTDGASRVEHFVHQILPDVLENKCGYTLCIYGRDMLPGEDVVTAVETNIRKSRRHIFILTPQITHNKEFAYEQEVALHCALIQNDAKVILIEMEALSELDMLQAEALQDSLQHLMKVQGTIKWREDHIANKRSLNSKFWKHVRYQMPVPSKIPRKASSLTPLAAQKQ
# * marks the source's active call; other numbers are inactive results; i = inactive; ? = inconclusive.
SMILES,ST2 IL33 inh
COc1ccc(C(CCNCc2ccc(N(C)C)cc2)C2CCOC(C)(C)C2)cc1 (centres undefined),?
Cc1cc(C)c(C)c(OCC(=O)N2CCCCCC2)c1,?
COc1ccc(C(N)=O)cc1S(=O)(=O)N1CCOCC1,i
COc1ccccc1-n1c(SCc2ccc(F)cc2)nc2c(c1=O)SCC2,?
COc1ccc(Nc2cc(C)nc(N3CCN(S(=O)(=O)c4ccc(Cl)cc4)CC3)n2)cc1,?
Cn1c(=O)cc(-c2ccccc2)c2ccccc21,i
CCOC(=O)C(C)(C)Oc1ccc(Cl)cc1,i
Cc1cc(=O)[nH]c2c1c(C)nn2-c1ccccc1,i
Cc1ccc(-c2cc(O)c3c(c2)CN(C(=O)CCCn2cncn2)CCO3)cc1,?
COc1cccc(NC(=O)N2CC[C@H](c3nnc(-c4ccc(N(C)C)cc4)o3)C2)c1,i
CC(=O)CCS(=O)(=O)c1ccc(C)c(C)c1,i
COc1ccc(C)cc1NC(=O)c1c(F)c(F)c(F)c(F)c1F,i
Cc1cc(Br)ccc1NS(=O)(=O)c1cccc2nsnc12,?
O=C(CSc1nnc(-c2cccnc2)n1-c1ccccc1)c1ccc(Cl)cc1,i
CSC1=C(C#N)C(c2ccc(Cl)cc2)C2=C(CC(C)(C)CC2=O)N1 (centres undefined),i
CCC(CO)N(Cc1ccco1)C(=O)c1cccnc1OC (centres undefined),?
CCCNC(=O)c1ccc(C(=O)NCCC)cc1,i
CCCCN1C(=O)C(O)=C(C(C)=O)C1c1ccc(OC)c(OC)c1 (centres undefined),i
COC(=O)C1C(=O)C2=C(CC1C)NC(C)=C(C(=O)OC(C)C)C2c1ccc(OC)cc1OC (centres undefined),i
COc1cc(NC(=O)Cc2cn(C)c3ccccc23)cc(OC)c1OC,i
CCn1cc(C(=O)NCc2ccco2)c(=O)c2cc(S(=O)(=O)N3CCC(C)CC3)ccc21,i
COc1ccc(C(=O)N[C@H]2C[C@H]3C(=O)Nc4cc(Cl)ccc4C(=O)N3C2)cc1,?
CC(C)c1ccc(C(=O)Nc2nncs2)cc1,i
C=CCn1c(SCC)nc(O)cc1=O,i
NCCCCN,i
# Continuation.
SMILES,ST2 IL33 inh
CN(C)CCNc1ncnc2sc3c(c12)CCCC3,i
CC1CC(C)CN(C(=O)CSC2=Nc3ccccc3C3=NC(C(C)C)C(=O)N23)C1 (centres undefined),?
O=C(O)C1CC=CCC1C(=O)Nc1nnc(C2CC2)s1 (centres undefined),?
CCc1ccccc1NC(=O)c1cnc2scc(C)n2c1=O,i
O=c1c2sccc2n(Cc2cccc([N+](=O)[O-])c2)c(=O)n1-c1ccc(F)cc1F,i
COc1cc2[nH]c3c(=O)n(CCC(=O)NCCc4ccc(S(N)(=O)=O)cc4)cnc3c2cc1OC,i
Cc1cccc(/C=C2\N=C(c3ccccc3[N+](=O)[O-])OC2=O)c1,i
Cc1ccc(CN(c2ccc(C(=O)NCc3ccncc3)cc2)S(C)(=O)=O)cc1,?
O=[N+]([O-])c1ccc(S(=O)(=O)Nc2ccc(S(=O)(=O)N3CCOCC3)cc2)cc1,i
COc1ccc2nc(NS(=O)(=O)c3ccc([N+](=O)[O-])cc3)sc2c1,?
Clc1ccc(-n2ncnc2-c2cccs2)cc1,i
COc1ccc(C(=O)N2C[C@@H](O)[C@H](NCCc3cnc[nH]3)C2)cc1,?
Cc1cc2nc(COc3ccc(Cl)cc3NC(=O)c3ccc(F)cc3)cc(=O)n2o1,i
Cc1ccc(CCN2C(=O)CCC2(C)C(=O)NCc2cccnc2)cc1 (centres undefined),i
Fc1ccc(CN2CCCN(Cc3nc(-c4ccccn4)no3)CC2)cc1,i
COc1cc(OC)cc(-c2nnc(SCC(=O)N3CCc4ccccc43)o2)c1,i
Cc1csc(SCC(=O)N2CCCC(c3nc(SCC4CCCO4)ncc3C)C2)n1 (centres undefined),i
CN(C)S(=O)(=O)c1ccc(N)c([N+](=O)[O-])c1,i
COc1ccc(CN2CCc3c([nH]c4ccccc34)C2)c(OC)c1OC,?
CC1(C)CN(C(=O)c2cn(CC3CCCNC3)nn2)CCO1 (centres undefined),i
NC(=NS(=O)(=O)c1ccc(F)cc1F)c1ccccc1,?
CC(C)(C1NCCc2[nH]cnc21)N1CCOCC1 (centres undefined),i
COc1cc(C2CC(=O)Nc3c2ccc2ccccc32)ccc1OC(=O)c1cccs1 (centres undefined),i
CC(C)OC(=O)c1nnn(-c2nonc2N)c1CN1CCc2ccccc21,?
O=C(C1CCC(=O)N(C2CCCC2)C1)N1CCCCCCC1 (centres undefined),?

# 4 of the compounds above, field by field:
COc1ccc2nc(NS(=O)(=O)c3ccc([N+](=O)[O-])cc3)sc2c1
  ST2 IL33 inh: ?
Cc1ccc(CCN2C(=O)CCC2(C)C(=O)NCc2cccnc2)cc1 (centres undefined)
  ST2 IL33 inh: i
CC(C)(C1NCCc2[nH]cnc21)N1CCOCC1 (centres undefined)
  ST2 IL33 inh: i
CC1CC(C)CN(C(=O)CSC2=Nc3ccccc3C3=NC(C(C)C)C(=O)N23)C1 (centres undefined)
  ST2 IL33 inh: ?

# Some of the entries so far, tab-delimited.
molecule	ST2 IL33 inh
O=C(O)C1CC=CCC1C(=O)Nc1nnc(C2CC2)s1 (centres undefined)	?
COc1ccc(C(=O)N[C@H]2C[C@H]3C(=O)Nc4cc(Cl)ccc4C(=O)N3C2)cc1	?
Fc1ccc(CN2CCCN(Cc3nc(-c4ccccn4)no3)CC2)cc1	i

# Later entries
SMILES,ST2 IL33 inh
CC(C)Cn1cc(C(=O)NCCCN2CCC(C)CC2)c2c3ccccc3n(C)c2c1=O,i
COCCn1c(CN2CCc3[nH]ncc3C2)cnc1S(=O)(=O)C1CCCCCC1,i
CC(C)N(CCN1CCCCCC1)Cc1ccc(C(=O)O)cc1,i
OCCN(CCO)CC1CC2C=CC1C2 (centres undefined),i
O=C(NC(c1ccccc1)c1ccccc1)c1cnc2n(c1=O)CCS2,i
COc1ccc(OC)c(C2CC(=O)N3CN(c4cccc(Cl)c4)CSC3=C2C#N)c1 (centres undefined),?
O=C(O)c1ccc(CN2Cc3[nH]cnc3C[C@H]2c2nc(-c3cccc([N+](=O)[O-])c3)no2)cc1,i
O=C1c2cccnc2C(O)N1Cc1ccccc1 (centres undefined),?
Cc1cc(NC(=O)c2ccc(N3C(=O)CCC3=O)cc2)nc2c1c(=O)oc1ccccc12,i
Oc1cc(O)c2c(c1)O[C@H](c1ccc(O)c(O)c1)[C@@H](O)C2,i
CC1CCC(C(=O)NC(C(=O)NCCCN2CCOCC2)C(C)C)CC1 (centres undefined),i
CC1CCN(c2nc3c(c(=O)n(C)c(=O)n3C)n2Cc2ccccc2Br)CC1,i
Cc1nc(N2CCOCC2)nc(Nc2ccc(F)cc2F)c1[N+](=O)[O-],i
CC(C)CCNC(=O)c1ccc2c(c1)ncn2C1CCCCC1,i
O=C(O)c1cccc(NC(=O)c2ccc(C(=O)Nc3cccc(C(=O)O)c3)cc2)c1,i
Nc1nccc(-c2cccc3ccnn23)n1,i
CCCCCCC(=O)OC1CC(C)(C)NC(C)(C)C1,i
COc1ccc2cc3cc(C(=O)N4CCC(N5CCCCC5)CC4)oc3nc2c1,i
O=C(CCS(=O)(=O)c1cccs1)NC1CCCCC1,i
CC(NS(=O)(=O)c1ccc(Br)s1)c1ccccc1 (centres undefined),i
CCCN(Cc1nccn1C)C(=O)c1cnc(CC)nc1,i
Brc1cccc(OCCOCCn2ccnc2)c1,i
CC(C)c1nc(CN(C)Cc2coc3ccccc3c2=O)cs1,i
CCc1nnc(NC(=O)c2cccc([N+](=O)[O-])c2C)s1,?
CC(Cc1c[nH]c2ccccc12)NC(=O)c1ccco1 (centres undefined),i
# The listing continues.
SMILES,ST2 IL33 inh
COc1cccc(CNCc2ccccc2C(F)(F)F)c1OC,i
O=c1cc(-c2ccccc2)sc2c1ccc1ccccc12,?
COc1ccc(C)cc1NC(=O)C(NS(=O)(=O)c1cccs1)c1ccccc1 (centres undefined),?
CCCn1c(-c2ccc(F)cc2)cn2c3c(=O)n(C)c(=O)n(C)c3nc12,?
CCC(COC)NC(=O)c1ccccc1OC1CCN(C(=O)COC)CC1 (centres undefined),i
COc1ccc(CCNC(=O)c2cnccn2)cc1OC,i
C=CCNc1ccccc1C(=O)N(Cc1c(C)nn(C)c1C)C(C)C,i
Cc1cc(C=O)c(C)n1-c1ccc(C(=O)O)c(Cl)c1,i
COc1ccccc1OCc1nc(C#N)c(NCCCn2ccnc2)o1,?
COc1ccc(-n2c(CN3CCN(S(=O)(=O)c4cccc(OC)c4)CC3)nc3cccnc32)cc1,i
CCn1cc(C(=O)NCc2ccco2)c2cc(OC)c(OC)cc2c1=O,i
CCOC(=O)c1c(NC(=O)c2cc(CC(C)C)on2)sc(C(C)=O)c1C,?
CN(C)c1ccc(C(=O)N2N=C(c3ccc(Br)cc3)CC2(O)C(F)(F)F)cc1 (centres undefined),i
CC(=O)N1N=C(c2ccc(C)cc2)OC12CCCC2,i
O=C(Nc1cccc(Cl)c1)c1cc(-c2ccc3c(c2)OCO3)on1,?
Cc1ccc2oc(-c3ccc(NC(=O)c4ccc5c(c4)OCCO5)cc3O)nc2c1,32%*
Cc1ccc(-c2nc(S(=O)(=O)c3ccccc3)c(SCC(=O)NCC3CCCO3)o2)cc1 (centres undefined),?
COc1ccc(N(C)C(=O)CCS(=O)(=O)c2cccc3nsnc23)cc1,i
O=C(CN1C(=O)C2CCCCN2C(=O)c2ccccc21)NCc1ccc(Cl)cc1 (centres undefined),i
CCN(CC)C(=O)C1CCCN(Cc2ccc3c(c2)OCO3)C1 (centres undefined),i
CSc1cccc(NC(=O)CSc2cc(=O)n(C)c3ccccc23)c1,i
COc1ccc2c(c1OC)C(=O)OC2Nc1ccc(Br)cc1 (centres undefined),i
C=CCN(C)C(=O)[C@@H]1C[C@@H](O)[C@H](O)[C@@H]2NC(=S)N(c3cccc(C(F)(F)F)c3)[C@@H]21,i
CN1CCCC2(CC1)CCN(C(=O)CCNC(=O)c1ccc(F)cc1)CC2,i
CCCCc1nc(Cl)c(CN2CCCN3CCC[C@H]3C2)[nH]1,?

# Four entries from above, set out differently.
> CCC(CO)N(Cc1ccco1)C(=O)c1cccnc1OC (centres undefined)
  ST2 IL33 inh: ?

> CCCNC(=O)c1ccc(C(=O)NCCC)cc1
  ST2 IL33 inh: i

> CCCCN1C(=O)C(O)=C(C(C)=O)C1c1ccc(OC)c(OC)c1 (centres undefined)
  ST2 IL33 inh: i

> COC(=O)C1C(=O)C2=C(CC1C)NC(C)=C(C(=O)OC(C)C)C2c1ccc(OC)cc1OC (centres undefined)
  ST2 IL33 inh: i

# An excerpt from above in order of number of heavy atoms, descending:
SMILES,ST2 IL33 inh
C=CCN(C)C(=O)[C@@H]1C[C@@H](O)[C@H](O)[C@@H]2NC(=S)N(c3cccc(C(F)(F)F)c3)[C@@H]21,i
CCC(COC)NC(=O)c1ccccc1OC1CCN(C(=O)COC)CC1 (centres undefined),i
COc1ccc(CCNC(=O)c2cnccn2)cc1OC,i

# More entries follow:
SMILES,ST2 IL33 inh
CCN(CC)C(=O)[C@@H](C)[C@@H]1CCc2c(C)cc(OCc3cccnc3)c(C)c2[C@@H]1O,i
CCCn1cc(C(=O)NCc2sccc2C)c(C)n1,?
Cn1ccn2ncc(C(=O)NCCN3CCc4ccccc4C3)c12,?
CCOC(=O)C[C@@H]1C[C@@H](C(C)C)[C@H](CNC(=O)c2ccccn2)C=C1C,i
CN(Cc1csc(-c2ccccc2)n1)C(=O)c1cn(-c2ccccc2)nn1,i
Cc1nn(Cc2ccccc2Cl)c(C)c1NC(=O)c1cc(CC(C)C)on1,i
O=C(Nc1c(F)cc(F)cc1Br)c1cc(-c2ccccc2O)on1,i
Cc1c(Br)c([N+](=O)[O-])nn1CCCC(=O)N1CCN(c2ccccc2)CC1,i
COc1ccccc1N1C(=O)CC(N2CCN(Cc3ccccc3)CC2)C1=O (centres undefined),i
c1ccc(CN2CC[C@H](c3nnc(-c4cccnc4)o3)C2)nc1,i
CCOc1ccc2nc(NC(=O)c3ccc(OC)cc3)sc2c1,i
CCC(C)Oc1ccc(CN2CCC3(CC2)NCCNC3=O)cc1Cl (centres undefined),?
O=C(C(=O)N1CCC2(CC1)NCCNC2=O)c1ccccc1,i
CCc1ccc(NC(=O)CCS(=O)(=O)c2ccc(Br)s2)cc1,i
Cc1ccnc(NS(=O)(=O)c2ccc(NS(=O)(=O)c3cccs3)cc2)n1,i
CCN(CC)CCNC(=O)c1cc2cc3ccc(OC)cc3nc2o1,i
CSCc1noc(CN2CCCC3(C2)CN(C)C(=O)O3)n1 (centres undefined),i
Cc1ccc(C)c(Cn2c(=O)n(CCC(=O)NCc3ccccc3)c(=O)c3sccc32)c1,i
CN1C(=O)C2(CCCN(C(=O)CCn3cnnc3)C2)c2ccccc21 (centres undefined),i
O=C(Nc1c(C(=O)Nc2ccc(F)cc2)oc2ccccc12)c1ccc(F)cc1,i
C=CCNC(=O)c1cccc(Br)c1,i
O=C(c1ccc(Cl)cc1)N(c1ccc(F)cc1)C1C=CS(=O)(=O)C1 (centres undefined),i
CC(C)CC1(C(=O)O)NC(c2ccccc2O)C2C(=O)N(Cc3ccccc3)C(=O)C21 (centres undefined),i
Cc1cc(NO)nc(-c2ccc(Br)cc2)n1,i
CC1CCN(C(=O)C(C(C)C)N2C(=O)c3ccccc3C2=O)CC1 (centres undefined),i
# Next part.
SMILES,ST2 IL33 inh
Cc1ccc(NC(=O)c2cc3ccccc3oc2=O)c(Br)c1,i
COCCn1cc(C(=O)N2CCCCCC2)c2c3ccccc3n(C)c2c1=O,i
N#CC1=C2SCN(c3ccc(Cl)cc3)CN2C(=O)CC1c1ccccc1F (centres undefined),i
CCCNC(=O)Cn1c(=O)n(CC2CCC(C(=O)NCc3ccccc3)CC2)c(=O)c2sccc21 (centres undefined),i
CS(=O)(=O)N1CCN(C(=O)c2cccs2)[C@@H](C(=O)N[C@@H](CC2CCCCC2)C(N)=O)C1,i
O=C(c1ccncc1)N1C[C@@H]2OCC(=O)N(CC3CCCCC3)[C@@H]2C1,i
COc1coc(C(=O)NCc2cccnc2Oc2ccccc2F)cc1=O,i
O=C(O)CC1C(=O)NCCN1Cc1cccnc1 (centres undefined),?
CCn1c(C2CCN(Cc3ccnc(C(C)C)n3)CC2)n[nH]c1=O,i
CCCCOc1ccc(C(=O)Nc2ccc([N+](=O)[O-])cc2Cl)cc1,i
Cc1ccc(NC(=O)CC(=O)NCCc2nc(C)cc(C(F)(F)F)n2)cc1,i

# High-throughput results deposited in PubChem BioAssay by IUPUI and University of Michigan.

# A portion of the library; the hit share may differ from the screen's.
